AID inh = activation induced cytidine deaminase inhibition; Q9GZX7; AID deamination FRET fluorescence, UDG-coupled, 4 h; Potency, µM (doses to about 115 µM), inactives show at the highest dose activity change, negative = inhibition, most hits filed as inhibitors; 91,000 tested, 0.32% active; AID 1347428; also: nearly all actives have a fitted effect of over 25% in size
Target sequence (Q9GZX7 whole entry, looked up): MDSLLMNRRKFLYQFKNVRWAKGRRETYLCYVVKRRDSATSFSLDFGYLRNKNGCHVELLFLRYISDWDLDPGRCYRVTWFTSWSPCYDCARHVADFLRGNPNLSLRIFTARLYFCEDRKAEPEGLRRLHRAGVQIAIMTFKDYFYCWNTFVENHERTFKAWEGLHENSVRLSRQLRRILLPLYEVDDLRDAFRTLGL
UDG counter = counter-screen for AID inhibitors: uracil-DNA glycosylase inhibition. Potency, µM (highest dose often 115 µM), for the others: at the top dose activity change, negative = inhibition, hits mostly inhibitors. 91,000 tested, 0.14% active. FRET deamination/UDG coupled assay, UDG read, 4 h. AID 1347430; also: nearly all actives have a fitted effect of over 65% in size
* = called active by the depositor; [ ] = remark or other dose. Calls follow the shape of the dose curve; as a rule, active = well fitted curve in the direction sought with a large enough effect; inconclusive = small, poorly fitted or top-dose-only effect, or another doubt; inactive = no such curve, though single readings can be large; an effect the other way counts as inactive or inconclusive. % is scaled to controls: 0 for no effect and ±100 for the full control effect; potency is read from the fitted curve at half-maximal effect. A portion of the library (hit frequency here may not be typical).

For Cc1ccc(-c2nn3c(c2C)NC(=O)CC3C(=O)Nc2ccc3c(c2)OCO3)cc1 (configuration not stated) the results were AID inh 10% and UDG counter 2%.
CC(C)NC(=O)C1CCN(c2nc3ccccc3nc2C(F)(F)F)CC1 was read as AID inh 9% and UDG counter 4%.
CCOC(=O)c1ccc(NC(=O)CCCc2nc(-c3ccccc3Cl)no2)cc1 was read as AID inh -7% and UDG counter -8%.
For COC(=O)c1ccc(Oc2c(C)oc3cc(OC(=O)N4CCOCC4)ccc3c2=O)cc1 the results were AID inh -2% and UDG counter 3%.
Screening CC(=O)OC1=CN(Cc2ccccc2)S(=O)(=O)c2ccccc21 returned AID inh -1% and UDG counter 9%.
Cc1oc2ccc(O)c(CN(C)Cc3ccccc3)c2c1C(=O)Nc1cccc(Cl)c1C was read as AID inh 4% and UDG counter 0%.
`Cc1cc(CNC(=O)C2CCCCC2)c2ccccc2n1` gave AID inh 6% and UDG counter 2%.
`O=C(Nc1ccc(NC(=O)c2cc3ccccc3o2)cc1)c1ccccc1` gave AID inh -7% and UDG counter 4%.
For COc1ccc(C(=O)Oc2ccc(/C=C(\C#N)c3nc4cc(C)c(C)cc4[nH]3)cc2)cc1 the results were AID inh -10% and UDG counter 1%.
COc1cccc(Cn2c(CNC(=O)C(C)C)nc3cccnc32)c1 was read as AID inh 2% and UDG counter 7%.
COCCn1c(Br)nc2c1c(=O)n(C)c(=O)n2C was read as AID inh -12% and UDG counter -5%.
Screening CCCCSCCCNC(=O)C1CCN(Cc2nc(-c3ccc(CC)cc3)oc2C)CC1 returned AID inh inconclusive and UDG counter 89µM*.
`CCOc1cc2[nH]c(=O)n(CCCCCC(=O)NC(C)CC)c(=O)c2cc1OCC` (configuration not stated) gave AID inh 0% and UDG counter 12%.
For c1ccc(CN2CCN(c3ncnc4scc(-c5ccccc5)c34)CC2)cc1 the results were AID inh -23% and UDG counter -7%.
Screening COc1cccc(-c2nc(CS(=O)(=O)CC(=O)NCc3ccccc3Cl)c(C)o2)c1 returned AID inh -6% and UDG counter -2%.

Reprinted from the part before: two compounds, followed by the next part.
For c1ccc(CN2CCN(c3ncnc4scc(-c5ccccc5)c34)CC2)cc1 the results were AID inh -23% and UDG counter -7%.
Screening COc1cccc(-c2nc(CS(=O)(=O)CC(=O)NCc3ccccc3Cl)c(C)o2)c1 returned AID inh -6% and UDG counter -2%.
CC(C)(C)C(=O)Nc1c(NC2CCCC2)c2ccccc2oc1=O was read as AID inh 5% and UDG counter 9%.
For Cc1ccccc1-c1nc2scc(CCNC(=O)C(=O)Nc3ccc4c(c3)OCCO4)n2n1 the results were AID inh 7% and UDG counter -3%.
For Cn1cnc2c(=O)oc3ccc(S(=O)(=O)N4CCN(c5ccccc5F)CC4)cc3c21 the results were AID inh 5% and UDG counter 11%.
O=C(Cn1ccc2cc(S(=O)(=O)N3CCCCCC3)ccc21)NCc1ccccc1Cl was read as AID inh -10% and UDG counter -24%[57.5 µM].
Screening Cc1ccccc1-c1noc(CSc2nnc(C3CC3)n2-c2ccccc2)n1 returned AID inh -17% and UDG counter -6%.
Screening CN(CC(=O)N1CCCC1)c1nc(-c2ccccc2)nc2ccccc12 returned AID inh -8% and UDG counter 12%.
Cc1c(Cl)cccc1NC(=O)CSc1nc(=O)[nH]c2c1CCCC2 was read as AID inh inconclusive and UDG counter -9%.
Screening COc1cc(/C=C(/C#N)C(=O)C(C)(C)C)ccc1OC(F)F returned AID inh -2% and UDG counter 1%.
`NC(N)=N/N=C\c1ccccc1` gave AID inh -9% and UDG counter -11%.
Screening Cc1ccc(NC(=O)Nc2c(C)n(C)n(-c3ccccc3)c2=O)c(Cl)c1 returned AID inh -3% and UDG counter 1%.
For Fc1cccc(-n2c(SCc3nc4ccccc4o3)nnc2N2CCOCC2)c1 the results were AID inh -7% and UDG counter -1%.
COc1c(Cl)cc(Cl)cc1C(=O)Nc1cccc2cccnc12 was read as AID inh inconclusive and UDG counter -1%.
Screening COc1ccc(C(C)=O)cc1COC(=O)/C=C/c1cccc(Br)c1 returned AID inh -6% and UDG counter -6%.
`O=C(NCCCN1CCN(c2ccccc2)CC1)c1sc2ncccc2c1-n1cccc1` gave AID inh 6% and UDG counter -13%.
Cc1n[nH]c(C)c1C(=O)CC1(O)C(=O)N(C(C)C)c2ccccc21 (configuration not stated) was read as AID inh -4% and UDG counter -8%.
Screening Cc1noc(-c2ccc(OCc3ccc(F)cc3)cc2O)c1-c1ccccc1 returned AID inh 7% and UDG counter -4%.
`Cc1ccc(NS(=O)(=O)c2c(C(=O)N3CCC(C)CC3)c(C)n(C)c2C)cc1Cl` gave AID inh -23% and UDG counter 1%.
O=C(N[C@H](CO)Cc1ccccc1)c1nc(-c2ccc3[nH]ccc3c2)no1 was read as AID inh 4% and UDG counter -2%.
Screening COc1ccc(C2CC(=O)c3cc(-c4nc(-c5cccc([N+](=O)[O-])c5)cs4)c(=O)n(-c4ccccc4N)c3C2)cc1 (configuration not stated) returned AID inh 18% and UDG counter -7%.
COc1ccccc1CNC(=O)CC(c1ccc(C)cc1)N1Cc2ccccc2C1=O (configuration not stated) was read as AID inh -12% and UDG counter 3%.
For COc1ccc(Br)cc1CN1CCCC(C(=O)N2CCN(C)CC2)C1 (configuration not stated) the results were AID inh 4% and UDG counter 5%.
`COc1cc(NC(=O)NCCn2c(C(F)(F)F)nc3ccccc32)cc(OC)c1` gave AID inh -7% and UDG counter 43%[activator].
For CCOc1ccc(N2CC(c3nc4ccccc4n3Cc3cccc(Cl)c3)CC2=O)cc1 (configuration not stated) the results were AID inh -5% and UDG counter -1%.
COc1ccc(C2C(C(C)=O)=C(O)C(=O)N2c2ccc(C)c(Br)c2)c(OC)c1 (configuration not stated) was read as AID inh -14% and UDG counter 6%.
Screening CCOc1ccc(CNC(=O)c2ccc3c(c2)c(C)c(C)n3Cc2ccccc2)cc1OC returned AID inh 55%[activator] and UDG counter -10%.
`CCCCCNC(=O)c1ccc2c(c1)ncn2-c1cccc(C)c1` gave AID inh -36% and UDG counter -12%.
CCCOc1ccc(NC(=O)COc2ccc(OC)cc2)c2cccnc12 was read as AID inh 1% and UDG counter -11%.
CNc1snc(C)c1C(=O)OCc1csc(-c2ccc(F)cc2)n1 was read as AID inh 10% and UDG counter 1%.
`CC(CCc1ccccc1)NC(=O)c1cc(=O)c2ccccc2o1` (configuration not stated) gave AID inh -11% and UDG counter -20%.
Screening CNC(=O)NC(=O)CN(C)c1ccc(I)cc1 returned AID inh 5% and UDG counter -2%.

Part of the list above in order of number of heavy atoms, descending:
`COc1cc(NC(=O)NCCn2c(C(F)(F)F)nc3ccccc32)cc(OC)c1` gave AID inh -7% and UDG counter 43%[activator].
COc1ccc(C2C(C(C)=O)=C(O)C(=O)N2c2ccc(C)c(Br)c2)c(OC)c1 (configuration not stated) was read as AID inh -14% and UDG counter 6%.
For COc1ccc(Br)cc1CN1CCCC(C(=O)N2CCN(C)CC2)C1 (configuration not stated) the results were AID inh 4% and UDG counter 5%.

Back to the main list; the 5 compounds before the break are reprinted first.
`CCCCCNC(=O)c1ccc2c(c1)ncn2-c1cccc(C)c1` gave AID inh -36% and UDG counter -12%.
CCCOc1ccc(NC(=O)COc2ccc(OC)cc2)c2cccnc12 was read as AID inh 1% and UDG counter -11%.
CNc1snc(C)c1C(=O)OCc1csc(-c2ccc(F)cc2)n1 was read as AID inh 10% and UDG counter 1%.
`CC(CCc1ccccc1)NC(=O)c1cc(=O)c2ccccc2o1` (configuration not stated) gave AID inh -11% and UDG counter -20%.
Screening CNC(=O)NC(=O)CN(C)c1ccc(I)cc1 returned AID inh 5% and UDG counter -2%.
For CC(=O)Nc1cccc(NC(=O)CSc2cn(CC(=O)N3CCCCCC3)c3ccccc23)c1 the results were AID inh 4% and UDG counter 4%.
`CCc1ccc(NC(=O)CSc2nccn2-c2cccc(C)c2C)cc1` gave AID inh inconclusive and UDG counter -18%.
`CC(C)NC(=O)CSc1nc(C2CC2)nc2ccccc12` gave AID inh 5% and UDG counter 4%.
`Cc1cc(C)cc(NC(=S)NC2CCCC(C)C2C)c1` (configuration not stated) gave AID inh -16% and UDG counter -11%.
`Cc1ccc(CNC(=O)CCCNC(=O)C(C)(C)C)cc1` gave AID inh -1% and UDG counter -1%.
For O=C(NCCC1=CCCCC1)c1ccc2c(c1)N(Cc1cccc(Cl)c1)C(=O)c1ccccc1S2(=O)=O the results were AID inh 6% and UDG counter -5%[57.5 µM].
`Cc1ccc(Cn2c(N3CCN(Cc4cccc5ccccc45)CC3)nc3c2c(=O)[nH]c(=O)n3C)cc1` gave AID inh -23% and UDG counter 4%.
Screening O=c1oc2ccccc2cc1-c1nc(-c2cccs2)no1 returned AID inh -7% and UDG counter -6%.
`Cc1ccc(C(c2cccc(Br)c2)c2c(C)[nH]c3ccccc23)s1` (configuration not stated) gave AID inh 205%[activator] and UDG counter -5%.
COc1cccc(CNC(=O)Cn2c(=O)oc3cc(S(=O)(=O)N4CCCCCC4)ccc32)c1 was read as AID inh 2% and UDG counter -15%.
Screening CCOC(=O)c1ccc(-c2ccc(/C=C(\C#N)C(=O)Nc3ccc(OCC)cc3)o2)cc1 returned AID inh 43%[activator] and UDG counter 29%.
O=C(c1ccc2ncsc2c1)N(Cc1ccccc1)Cc1ccco1 was read as AID inh -13% and UDG counter -15%.
Screening CCN(CC)C(=S)Nc1ccc(F)cc1 returned AID inh 7% and UDG counter 2%.
`CN1CCN(c2ccc3nnc(CCC(=O)NCC4CCN(Cc5ccc(F)cc5)CC4)n3n2)CC1` gave AID inh 4% and UDG counter -7%.
For Cc1cccc(Cn2c(=O)n(Cc3ccc4c(c3)OCO4)c(=O)c3oc4ccccc4c32)c1 the results were AID inh 1% and UDG counter 4%[57.5 µM].
`COC(=O)c1ccc(NC(=O)Cn2nc(-n3nc(C)cc3C)ccc2=O)cc1` gave AID inh 5% and UDG counter 6%.
Screening CCc1ccc(CNC(=O)c2cnc3sc(N4CCCC4)nn3c2=O)cc1 returned AID inh -12% and UDG counter -6%.
`Cc1ccc2c(CSc3nnc(NCC(C)C)s3)cc(=O)oc2c1` gave AID inh -2% and UDG counter 0%.
`Cc1ccc(NC(=O)CC(C)(C(=O)O)c2ccccc2)c(O)c1` (configuration not stated) gave AID inh 3% and UDG counter -9%.
`O=C(CSc1nc(Cl)nc2nc[nH]c12)Nc1cccc(F)c1` gave AID inh 0% and UDG counter 3%.
Screening C/C=C/CSc1nc2c(c(=O)n(C)c(=O)n2C)n1Cc1ccccc1 returned AID inh 1% and UDG counter 13%.
C=CCNc1oc(-c2ccc(COc3cccc(C)c3)o2)nc1C#N was read as AID inh -14% and UDG counter -16%.
Screening Cc1ccc(NC(=O)c2cc(-c3ccncc3)nc3ccccc23)c(C)c1 returned AID inh 0% and UDG counter -7%.
`CCCSc1ccccc1C(=O)Nc1cccc(C)c1C` gave AID inh 2% and UDG counter -2%.
For O=C(Nc1ccc(Br)cc1F)c1cc(S(=O)(=O)NC2CCCC2)ccc1F the results were AID inh 16% and UDG counter -1%.
For CCOC(=O)C(NC(=O)[C@@H](NC(=O)c1ccc(Cl)cc1Cl)C(C)C)C(=O)OCC the results were AID inh 2% and UDG counter 5%.
Screening COc1cccc(CNC(=O)C2CCCN(S(=O)(=O)c3cn(C)cn3)C2)c1 (configuration not stated) returned AID inh 4% and UDG counter -2%.
Screening COc1ccc(-c2nonc2NC(=O)c2ccc(OCC(C)C)cc2)cc1OC returned AID inh 2% and UDG counter -1%.
`Cc1ccc2oc(=O)n(Cc3ccccc3Cl)c2c1` gave AID inh -21% and UDG counter -8%[57.5 µM].
For Cc1ccc(C)c(CS(=O)(=O)Cc2noc(C(C)(C)C)n2)c1 the results were AID inh 0% and UDG counter 0%.
O=C(CSc1nc2ccccc2s1)C12CC3CC(CC(C3)C1)C2 was read as AID inh -4% and UDG counter -10%.
CCOc1ccccc1-c1nc(C(N)=O)c2c(n1)n(-c1ccc3c(c1)OCO3)c(=O)n2C was read as AID inh 39%[activator] and UDG counter 17%.
`CCOC(=O)C1CCN(C(=O)Cn2nc(C)n3c(cc4c(OC)cccc43)c2=O)CC1` gave AID inh 5% and UDG counter -1%.
Cc1ccc(NS(=O)(=O)c2cc(Br)cc3c2N(C(=O)C2CC2)CC3)cc1C was read as AID inh -10% and UDG counter -3%[57.5 µM].
Screening CSc1ccccc1NC(=O)c1ccc2c(c1)NC(=O)CO2 returned AID inh 12% and UDG counter -15%.
Screening CCONC(=O)C(C)Oc1cccc(C#N)c1 (configuration not stated) returned AID inh 8% and UDG counter 8%.
For CC(=O)c1cccc(NC(=O)CN(c2cc(C)cc(C)c2)S(=O)(=O)c2c(C)noc2C)c1 the results were AID inh inconclusive and UDG counter -21%.
Screening Cc1ccc(C23CC4CC(CC(Cl)(C4)C2)C3)cc1[N+](=O)[O-] returned AID inh -10% and UDG counter 3%.
`Cc1ccc(CNc2ccc(-c3nc(-c4ccncc4)no3)cc2[N+](=O)[O-])cc1` gave AID inh 10% and UDG counter -19%.
Cc1ccc(NC(=O)Cn2c(=O)n(-c3ccc(Cl)c(Cl)c3)c(=O)c3c(C)c(C)sc32)c(C)c1 was read as AID inh 5% and UDG counter 0%.

Assay outcomes (PubChem BioAssay)
